ERAP1 inh: inhibitors of human ERAP1 aminopeptidase. recombinant ERAP1, Leu-AMC fluorescence, 60 min. inhibition, % at 10.7 µM. 340,000 compounds, 0.15% hits;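 active = mean replicate inhibition of at least 30%, or all replicates individually reaching that 30% level; inactive = mean below 30% and not every replicate reaching it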;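 note: 0% = neutral control wells and 100% = L-leucinethiol positive control wells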
RAD52 inh: inhibitors of human RAD52 DNA annealing; P43351; recombinant RAD52 DNA annealing, FRET fluorescence; inhibition, % at 18.7 µM; 360,000 compounds, 0.46% hits; AID 651710;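 active = every replicate showing at least 50% inhibition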
Target sequence (P43351 whole entry, looked up): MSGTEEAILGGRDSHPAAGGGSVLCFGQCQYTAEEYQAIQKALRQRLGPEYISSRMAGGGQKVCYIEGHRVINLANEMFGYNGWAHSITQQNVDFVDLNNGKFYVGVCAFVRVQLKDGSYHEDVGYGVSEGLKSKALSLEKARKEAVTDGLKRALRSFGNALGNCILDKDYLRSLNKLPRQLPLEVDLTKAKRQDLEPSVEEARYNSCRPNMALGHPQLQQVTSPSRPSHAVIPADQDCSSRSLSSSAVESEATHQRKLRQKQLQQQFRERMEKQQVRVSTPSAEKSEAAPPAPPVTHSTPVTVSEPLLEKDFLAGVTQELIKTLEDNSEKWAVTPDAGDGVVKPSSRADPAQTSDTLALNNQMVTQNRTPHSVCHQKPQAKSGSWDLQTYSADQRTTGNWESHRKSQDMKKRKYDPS
E-sel inducer: E-selectin induction on HUVECs; P16581; HUVEC E-selectin immunofluorescence imaging; normalized: neutral wells 0, TNF-alpha wells 100; activation, % at 7.58 µM; 260,000 compounds, 0.37% hits; AID 686992;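 active = mean E-selectin-positive cell signal at least 10% of the positive control, reached in at least 60% of replicates, without over 20% cell loss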;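 note: in these data hits start at about 27%; measured in HUVEC primary endothelial cells; signal is the percent of cells scored E-selectin positive by PE staining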
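Test system – human umbilical vein endothelial cells (HUVEC), E-selectin induction · Input – 3,000 HUVEC seeded per well · Buffer or medium – EGM-2, gelatin · Compound dosing – single-point compound dose · Detection – immunofluorescence imaging · Measure – percent E-selectin-positive cells · Controls – TNF-alpha high, DMSO low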
* hit, by the source's call. Not all compounds are listed, so the mix of outcomes need not match the whole.

Each structure is followed by: E-sel inducer, RAD52 inh, ERAP1 inh
COc1ccc(NC(=O)CCC(=O)Nc2nnc(C3CCCCC3)s2)cc1
    0.3, -5, 0
COC(=O)C1=C(C)N(Cc2cccc(C(F)(F)F)c2)C(=NCc2ccc3c(c2)OCO3)NC1c1cccc(C(F)(F)F)c1 (stereo not drawn)
    -0.4, -29, 0
O=C(COC(=O)CNS(=O)(=O)c1cccc(Br)c1)NC(=O)Nc1ccc2c(c1)OCCO2
    -0.5, -9, -6
COc1ccc(Cn2c(C)nc3c(c(=O)c4ccccc4n3C)c2=O)cc1
    0.7, -14, 1
COc1ccc(C2=NN(C(N)=S)C(c3ccco3)C2)cc1 (stereo not drawn)
    1.4, -26, 3
CCCCn1nnnc1C1(C)CCC(=O)N1Cc1ccc(OC)c(OC)c1 (stereo not drawn)
    -0.2, -9, -1
Cc1nc2ccc(C(=O)N3c4ccccc4N=C(c4ccc5c(c4)OCO5)C3C(=O)NCc3ccccc3)cc2[nH]1 (stereo not drawn)
    -0.2, -37, 6
CCOC(=O)[C@]12CCC=C1N(Cc1ccco1)C(=O)[C@H](CC(=O)NCCC(C)C)C2
    0.2, -19, -1
Cn1c(=O)c(C(=O)COC(=O)c2cc(C3CC3)nc3ccccc23)c(N)n(Cc2ccccc2)c1=O
    0.1, -38, -1
NC1=C(Cl)C(=O)c2ccccc2C1=O
    0.2, -69, 1
CCC(=O)N1[C@H](CO)[C@H](c2ccccc2)[C@@H]1CN(CC1CC1)S(C)(=O)=O
    -0.1, -14, -1
CCOC(=O)c1ccc(NC(=S)N2CCC(C(N)=O)(N3CCCCC3)CC2)cc1
    0.5, -1, 1
COc1cccc(CN(C)C(=O)[C@@H](Cc2ccccc2)NC(=O)[C@H]2O[C@@H](n3ccc(=O)[nH]c3=O)[C@H](O)[C@@H]2O)c1
    -0.1, -7, 2
O=C(CN1C(=O)C2CCCCN2C(=O)c2ccccc21)Nc1ccc(F)cc1 (stereo not drawn)
    2.1, -12, 0
O=c1[nH][nH]c2c1[C@H](CCc1cccc(Cl)c1)O[C@H](C1CCCC1)C2
    0.1, 5, 0
CCCS(=O)(=O)c1nc(S(=O)(=O)c2ccc(C)cc2)c(NCc2ccc3c(c2)OCO3)s1
    -2.1, -7, 0
COc1cccc(C(=O)N[C@H](C(=O)N2CCC[C@H]2C(=O)NCCc2ccccc2Cl)C(C)C)c1
    -0.2, -2, 6
O=C(c1cc(C(=O)N2CCOCC2)c2nc3ccccc3n2c1)c1ccccc1O
    0.1, -3, 2
COCCN(C(=O)COC(=O)c1ccco1)c1c(N)n(Cc2ccccc2)c(=O)[nH]c1=O
    0.0, -8, -7
CCCCC(CC)CNC(=O)C1CC=CCC1C(=O)O (stereo not drawn)
    -0.5, -18, -6
COC(=O)c1ccc(COc2ccccc2/C=C(\C#N)C(=O)Nc2c(C)cccc2C)cc1
    8.7, -6, -2
COCc1cc(C)nc(OCC(=O)N/N=C/c2ccc(OC)c(OC)c2)c1C#N
    -0.1, -6, 4
O=C(c1ccc(N2CCCCC2)c([N+](=O)[O-])c1)N1CCN(S(=O)(=O)c2ccccc2)CC1
    0.0, 6, 2
O=C(O)CC(CC(=O)O)n1cccc1
    0.0, -6, -1
Nc1ccc(C(=O)N2CCN(S(=O)(=O)c3ccc(Br)cc3)CC2)cc1[N+](=O)[O-]
    0.9, -5, 2
CCCCN=C1CC(C)(C)CC(=O)/C1=C(/O)CCC
    0.0, 5, -1
COc1ccc(S(=O)(=O)N2CCN(C(=O)c3ccc(=O)[nH]n3)CC2)cc1OC
    7.3, -2, 3
CN(C(=O)COC(=O)CNC(=O)c1ccccc1F)C1CCCCC1
    0.0, -62, -1
COC(CNC(=O)c1ccc2nc(-c3ccccc3)c(-c3ccccc3)nc2c1)OC
    5.7, -19, 0
C/C(=N\NC(=O)c1cc2c(s1)CCC(C)C2)c1cccnc1 (stereo not drawn)
    -0.1, -18, -4
Cc1ccc(-n2c(SCC(=O)Nc3cccc(S(=O)(=O)NC4=NCCCCC4)c3)nc3ccccc3c2=O)cc1
    0.7, 1, 10
C/C(=N/NC(=O)CNC(=O)c1ccncc1)c1ccc(Cl)cc1
    0.1, -9, -1
CC(C)C[C@H]1COc2cc(N3CC[C@@H](O)C3)ccc2S(=O)(=O)N1
    0.0, 1, 1
c1ccc(-c2nnc3n2-c2ccccc2SC3)cc1
    0.2, -2, 2
C[C@H](NC(=O)[C@@H]1CCCN1C(=O)[C@@H]1CCCN1C(=O)OC(C)(C)C)c1ccccc1
    0.0, -13, 0
Cn1cccc1C(=O)NC(=O)COC(=O)c1ccc(S(C)(=O)=O)cc1
    -0.2, -8, 2
CC1(C)OC(=O)C2=C(C[C@@H](C3CCCCC3)O[C@H]2c2ccccc2)O1
    0.7, 6, 0
CNC(=S)N/N=C/c1ccc(N(C)C)cc1
    7.7, -8, -2
O=C(CSc1nc2ccccc2[nH]1)Nc1nc(-c2cccc(Br)c2)cs1
    -1.4, -32, 2
Cc1ccccc1OCc1nc(-c2cccnc2)no1
    2.0, 1, 4
COc1ccc(C(=O)Nc2cccc(S(C)(=O)=O)c2)cc1
    0.3, -11, -1
O=[N+]([O-])c1ccc2c(c1)nc1n2CCN(C2CCCCC2)C1
    -1.4, -6, 5
Cc1cc(NC(=O)C2CCCCC2)ccc1NC(=O)c1ccccc1Cl
    -2.3, 8, -1
C[C@H]1[C@@H]2C[C@@]3(O[C@H](c4ccccn4)N=C3C[C@@H]1c1ccccc1)N(Cc1ccncc1)C2=O
    0.2, -10, 0
N/C(=N\OC(=O)c1ccc(Cl)cc1[N+](=O)[O-])c1cccnc1
    1.7, -9, 3
CC(Oc1ccccc1)C(=O)N1CCC2(CC1)CC(=O)c1ccccc1O2 (stereo not drawn)
    -0.3, -4, -6
Cc1cccc(C)c1NC(=O)C(C1CC1)n1c(=O)c(-c2cc3ccccc3[nH]2)nc2ccccc21 (stereo not drawn)
    0.7, -18, 0
O=C(CCNC(=O)OCc1ccccc1)NC1CCCCCC1
    -2.4, -4, 10
O=C(N[C@H](c1cccc(Br)c1)[C@@H]1CCCC=C1c1ccccc1)C(F)(F)F
    -0.3, -8, 1
Cc1ccc(-c2nnc(SCC(=O)NNC(=O)COc3ccccc3C)n2C)cc1
    -1.5, -2, 2
COc1cccc(CNC(=O)[C@@H]2CCCN2C(=O)[C@H]2CCCCN2C(=O)c2c(F)cccc2F)c1
    0.1, -6, -3
CC(=O)CC[N+](C)(C)C
    -0.5, -8, 37*
CCCC1=NN(c2ccc([N+](=O)[O-])cc2)C(=O)/C1=C/N(C)C
    -2.6, 0, -4
CC(C)Cc1cc(C(=O)N2CCC(N3CCC(C(=O)N4CCOCC4)CC3)CC2)n[nH]1
    -0.2, -33, -7
O=C(NCCc1ccc2c(c1)OCO2)Oc1ccccc1
    -0.1, -1, 0
Cc1ccccc1-n1c(=O)n(CCc2ccccc2)c(=O)c2[nH]cnc21
    -0.1, -10, 3
Cc1cc(C(=O)N/N=C/C=C/c2ccc([N+](=O)[O-])cc2)n[nH]1
    54*, -24, 7
COC(=O)c1cc2c(c3c4cc(C)ccc4n(S(=O)(=O)c4cccc(C)c4)c13)C(=O)N(Cc1ccc(N(C)C)cc1)C2
    -0.2, -14, -2
CCCCOCCCNC(=O)C[C@@H]1C[C@@]2(C(=O)OC)CCCCC=C2N(CCC2=CCCCC2)C1=O
    -1.2, -40, 8
CC(C)(C)c1ccc(S(=O)(=O)NCC2CCN(C(=O)C(=O)c3cc4ccccc4o3)CC2)cc1
    8.1, -12, 0

(more compounds)
Each structure is followed by: E-sel inducer, RAD52 inh, ERAP1 inh
CCOc1ccc(NC(=O)CN(C)C(=O)c2cc([N+](=O)[O-])ccc2N2CCOCC2)cc1OCC
    0.8, -16, 3
CC(=O)Nc1cccc(CP(=O)(c2ccccc2)c2ccccc2)c1
    0.0, -8, 0
CNC(=S)NNC(=O)c1cccc(N(C)C)c1
    1.6, -7, 3
COC(=O)[C@]12C[C@H](CC(=O)NCCC(C)C)C(=O)N(Cc3ccc4c(c3)OCO4)C1=C[C@H](COCc1ccccc1)O[C@@H]2C
    0.0, -9, 5
COc1cccc(CC2(CO)CCCN(Cc3cnn(-c4ccccc4)c3)C2)c1 (stereo not drawn)
    1.2, -2, -4
Cc1ccc(S(=O)(=O)N2[C@@H](Cc3ccccc3)CO[C@H]2CC(=O)c2cccc3ccccc23)cc1
    1.0, -11, -1
COc1ccc(NC(=O)/C=C/c2ccccc2[N+](=O)[O-])c(OC)c1
    5.1, -9, -1
CC(=O)NCCC(=O)Nc1ncc(S(=O)(=O)c2ccc([N+](=O)[O-])cc2)s1
    -0.6, -5, 0
COc1cc(/C=N/Nc2nc3ccccc3s2)ccc1OC(=O)c1ccccc1F
    -0.1, -14, 0
O=C(CN1CSCC1=O)N1CCN(S(=O)(=O)c2cc(C(F)(F)F)ccc2Cl)CC1
    0.4, -5, -5
CCS(=O)(=O)N1Cc2cc(C(=O)N(C)C)nc(-c3cccc(-c4ccc(F)cc4)c3)c2[C@H]1CCO
    0.2, -4, -3
CCOC(=O)C(Cc1ccccc1)C1(C)Oc2ccccc2O1 (stereo not drawn)
    -0.4, 0, -3
Nc1cc(=O)[nH]c(SCc2csc(-c3ccccc3)n2)n1
    -1.3, -11, 1
Cc1cccc(C)c1OC(=O)CCN1C(=O)C2C3C=CC(C4CC34)C2C1=O (stereo not drawn)
    0.9, 3, 0
C=CCn1c(=O)c(C(=O)OCC)c(O)c2ccccc21
    4.8, -14, 1
O=C(CCNC(=O)c1ccc([N+](=O)[O-])cc1)NCC1COc2ccccc2O1 (stereo not drawn)
    0.5, -15, -2
COC(=O)CCC1(C(N)=O)CCC(=O)c2ccccc21 (stereo not drawn)
    -0.1, -2, -2
COC(=O)C1=CN(c2cccc(OCc3ccccc3)c2)C(N)=C(C#N)C1c1cccc(F)c1 (stereo not drawn)
    0.0, -21, -3
CC(C)c1cc(Cn2c3ccccc3c(=O)n2C(C)Cn2cc(COc3ccccc3)nn2)on1 (stereo not drawn)
    0.0, -13, 0
O=[N+]([O-])c1cccc(-c2nnc(C3CC3)o2)c1
    6.2, 1, 5
O=C(OCc1nc2ccccc2[n+]([O-])c1C(=O)c1ccccc1)c1cccs1
    0.5, -8, -2
O=S(=O)(CS(=O)(=O)c1ccc(Br)cc1)c1ccc(Br)cc1
    0.4, -8, -2
COc1cccc(CNC(=O)[C@H]2CCCN2C(=O)[C@H]2CCCN2C(=O)c2ccc(F)cc2F)c1
    -0.2, -6, -3
COc1ccccc1NC(=O)N[C@H]1CC[C@H](CCNS(=O)(=O)c2ccc(C)cc2)O[C@@H]1CO
    0.7, -1, -4
Cc1nccn1CCCNCc1c(C(=O)N2CCCCCCC2)nc2ccc(Cl)cn12
    0.3, -16, -3
COC(=O)[C@]12C[C@H](CC(=O)NCc3ccccc3)C(=O)N(Cc3ccccc3)C1=C[C@H](C(C)C)O[C@@H]2C1CC1
    0.2, -2, -3
CCOc1ccccc1/C=N/Nc1nc2c(N)ncnc2n1[C@H]1O[C@@H](CO)[C@H](O)[C@@H]1O
    1.0, -10, 1
CCOc1ccccc1NC(=O)C(=O)NCCC1=CCCCC1
    2.5, -8, 3
CN(C)c1ccc2c(c1)[C@@H]1C[C@H](CC(=O)N3CCCCC3)O[C@H](CO)[C@@H]1O2
    0.8, -178, 2
CC(/C=C/c1ccccc1)=N/NC(=O)c1cccc(Br)c1
    0.1, -17, -2
CC(C)CC#Cc1ccc([C@H]2[C@@H](CO)N3C(=O)CN(C(=O)NC4CCCC4)C[C@H]23)cc1
    0.1, -8, 0
COC(=O)c1cc(=O)n(Cc2ccccc2)c(=NCc2ccccc2)s1
    0.0, 12, 1
CC12C=CC(C)(C3C(=O)NC(=O)C31)C1C3C(=O)NC(=O)C3C12 (stereo not drawn)
    0.2, 5, 1
CCCCCCN(C(=O)CCCCCN1C(=O)NC(c2ccccc2)C(C(=O)OCc2ccccc2)=C1C)C(C(=O)NCCCC)c1ccc(OCC(=O)OC)c(C(=O)OC)c1 (stereo not drawn)
    0.2, -73, 0
CN(C)CCNC(=S)Nc1ccc(Cl)cc1Cl
    -0.1, -9, 0

Assay outcomes: PubChem BioAssay, Broad Institute
